Compound activity: PubChem BioAssay, several laboratories
STAT3 act – IL-6 driven STAT3 reporter potentiators, primary screen, U3A cells, luciferase, luminescence, MLSCN library. activation (% of control), % at 5.6 µM. 190,000 compounds, 0.91% hits. IL-6 STAT3-luciferase reporter; 100% = signal with IL-6 EC80 alone;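 active = activation above the screen-wide mean of compound activation plus 3 SD, cut at about 130% in these data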;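 note: 0% = background luminescence of wells with medium and substrate only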
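Test system: STAT3-luciferase reporter U3A cells; Detection: reporter luminescence signal; Times: 1 h compound pre-exposure, 6 h IL-6 stimulation, 37 °C; Benchmarks: IL-6-only high control; Also added: IL-6 stimulus at 33 ng/mL final.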
APP 5UTR inh – inhibitors of APP translation via 5'UTR reporter, primary screen, APP 5'UTR luciferase, SH-SY5Y cells; inhibition, % at 2 µM; SH-SY5Y APP 5'UTR-luciferase reporter, luminescence; 190,000 compounds, 0.82% hits; AID 1285, 2008;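 active = inhibition above a set limit, derived from the sample mean plus 3 SD, cut at about 45% in these data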; note: values of inactives mirror those of a sister screen read the other way
APP 5'UTR act – activators of APP 5'UTR luciferase reporter, primary screen, SH-SY5Y cells; SH-SY5Y APP 5'UTR luciferase reporter, luminescence; zero percent = DMSO vehicle wells; 190,000 compounds, 1% hits; activation, % at 2 µM;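 active = activation above a set limit, based on mean plus 3 SD of controls, cut at about 140% in these data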; note: values of inactives mirror those of a sister screen read the other way
STAT3 blocker – IL-6 driven STAT3 reporter inhibitors, primary screen, U3A cells, luciferase, luminescence, MLSCN library; IL-6 STAT3-luciferase reporter; host cell line lacks STAT1; inhibition, % at 5.5 µM; 190,000 compounds, 0.89% hits; AID 862, 2007;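 active = inhibition above the mean inhibition across all screened compounds plus 3 SD, cut at about 44% in these data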;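 note: 0% = DMSO only wells and 100% = 100 µM nifuroxazide control wells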
STAT1 inh – STAT1 signaling inhibitors, primary screen, cell-based, HTS, luciferase reporter. inhibition, % at 5.5 µM. 200,000 compounds, 0.35% hits. NIH 3T3 STAT1-luciferase reporter, IFN-gamma, luminescence. AID 920, 2007;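 active = inhibition above a set limit, the mean inhibition across all tested compounds plus 3 SD, cut at about 34% in these data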;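 note: 0% = IFN-gamma with DMSO and 100% = IFN-gamma with 300 µM nifuroxazide; values of inactives mirror those of a sister screen read the other way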
STAT1 activator – STAT1 signaling activators, primary screen, cell-based, HTS, luciferase reporter. NIH 3T3 STAT1-luciferase reporter, IFN-gamma, luminescence; 100% = IFN-gamma alone, no compound. 200,000 compounds, 2.6% hits. activation (% of control), % at 5.5 µM. AID 932, 2007;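 active = activation above the screen-wide mean activation plus 3 SD, cut at about 130% in these data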;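 note: raw ratio to IFN-gamma control signal so 100% means no change and 0% no light; values of inactives mirror those of a sister screen read the other way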
NF-kB expr up – activators of NF-kB expression in neurons, primary screen, cell-based, HTS | human neuronal cells, NF-kB reporter expression; active compounds read high | fold change at 12.5 µM | 190,000 compounds, 1.6% hits; in the data active = fold change above about 3.3
FLuc inhib CS – firefly luciferase enzyme inhibitors, primary screen, artefact control for luciferase-based inhibitor screens, biochemical, luminescence, ATPLite; 10 min; 200,000 compounds, 1.5% hits; Luciferin 4-monooxygenase (Photinus pyralis), P08659; AID 1006, 2008; inhibition, % at 10 µM;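 active = inhibition above about 50% when tested at 10 µM, limit read from the data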
Target sequence (P08659 whole entry, looked up): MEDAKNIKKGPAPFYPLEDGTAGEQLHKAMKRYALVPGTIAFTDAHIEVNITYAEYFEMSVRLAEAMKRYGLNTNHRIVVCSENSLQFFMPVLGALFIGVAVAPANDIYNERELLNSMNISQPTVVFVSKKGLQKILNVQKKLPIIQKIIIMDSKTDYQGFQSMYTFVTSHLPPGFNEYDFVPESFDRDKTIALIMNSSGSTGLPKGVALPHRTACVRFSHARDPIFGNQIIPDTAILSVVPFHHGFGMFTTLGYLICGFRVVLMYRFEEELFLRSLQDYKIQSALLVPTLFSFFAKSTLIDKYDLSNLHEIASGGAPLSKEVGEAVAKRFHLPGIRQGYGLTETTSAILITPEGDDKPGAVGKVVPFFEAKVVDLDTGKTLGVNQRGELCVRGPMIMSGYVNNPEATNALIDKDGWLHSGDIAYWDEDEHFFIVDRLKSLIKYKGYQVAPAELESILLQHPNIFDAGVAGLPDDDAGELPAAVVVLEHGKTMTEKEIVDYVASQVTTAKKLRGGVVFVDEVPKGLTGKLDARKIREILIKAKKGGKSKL
Hsp70 activator – Hsp70 transcriptional activators, primary screen, cell-based, HeLa, Hsp70 promoter luciferase, luminescence, 10 µM; 200,000 compounds, 0.04% hits; HeLa Hsp70 promoter luciferase reporter; scaled: vehicle 0, proteasome-inhibitor control 100%; activation, % at 10 µM;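 active = activation above the mean across all tested compounds plus 3 SD, cutoff set per campaign, cut at about 5.5% in these data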;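 note: 100% = MG132 at 30 µM as the positive control and 0% = DMSO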
RAM inhibit – inhibitors of the yeast RAM network, primary screen, dse1pr::URA3 reporter, 5-FOA selection. S. cerevisiae dse1pr::URA3 reporter, 5-FOA growth OD615, 2 d; analog-sensitive cbk1-as2 kinase mutant strain. inhibition, % at 50 µM. 190,000 compounds, 1.8% hits. AID 868, 2007;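 active = inhibition above a set limit, 3 SD over mean compound inhibition, cut at about 8.4% in these data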;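 note: 0% = DMSO-only wells with no growth and 100% = 10 µM 1-NA-PP1 full growth; inhibition rescues growth on 5-FOA so higher OD means more RAM inhibition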
* hit, by the source's call; x = not tested or not shown.

SMILES	STAT3 act	APP 5UTR inh	APP 5'UTR act	STAT3 blocker	STAT1 inh	STAT1 activator	NF-kB expr up	FLuc inhib CS	Hsp70 activator	RAM inhibit
Cc1cc(C)n(-c2ccc(Cl)c(C(=O)OCC(N)=O)n2)n1	103.1	22.0	-22.0	-5.4	-4.2	103.9	1.28	-2.7	-0.4	0.0
CCC1=NN2C(=N)/C(=C\c3ccc(SCc4ccco4)o3)C(=O)N=C2S1	100.2	8.7	-8.7	3.3	-6.1	105.6	1	7.6	-0.1	3.4
C=CCOC(=O)C1=C[C@@H](c2csc3ccccc23)C[C@@H](OCc2ccc(CO)cc2)O1	x	-15.1	15.1	x	9.9	92.2	0.74	-2.9	0.7	13.6*
Cc1ccc(NC(=O)CSCC#N)cc1	105.8	5.8	-5.8	-7.0	-6.8	108.8	1.25	-2.3	0.7	1.4
COc1cc(CNCCN2CCOCC2)ccc1OCc1ccc(Cl)cc1Cl	97.0	-8.6	8.6	9.2	-11.4	110.4	0.72	2.0	-0.1	-0.8
Nc1ccc2oc(=O)c3ccccc3c2c1	109.6	-39.4	39.4	-0.9	-37.6	134.2*	1.38	3.2	0.3	1.3
COc1ccc(C2SCCN2C(=S)Nc2ccc(F)cc2)cc1 (configuration not stated)	93.6	0.7	-0.7	6.2	-3.5	103.2	1.04	-4.9	-0.4	5.2
O=C(N/N=C/c1cccnc1)c1ccc2c(c1)OCCO2	99.3	-38.7	38.7	-0.7	-7.7	107.4	1.21	91.0*	0.1	0.6
CSc1ccc(/C=C(\C#N)C(=O)NC2CCCCC2)cc1	97.4	-13.2	13.2	3.3	8.6	92.4	1.35	-6.4	-0.1	4.0
Cc1ccc(S(=O)(=O)N2CCCCC2)cc1NC(=O)COC(=O)Cc1cccc2ccccc12	101.6	5.9	-5.9	0.8	-6.6	105.9	0.88	-4.5	-0.4	4.7
CC1(C)CCc2nc(SCc3ccccc3)c(C#N)cc2C1	102.1	2.6	-2.6	0.8	-4.1	101.5	1.11	-6.8	-0.2	3.5
Cc1sc(NC(=O)c2ccccc2)c(C(=O)NC(C)C)c1C	104.7	4.3	-4.3	-4.2	-5.2	104.8	1.09	2.8	-0.2	6.0
CCOC(=O)C1CCCN(C(=O)C2CCN(S(=O)(=O)c3cnc[nH]3)CC2)C1 (configuration not stated)	94.8	2.9	-2.9	12.5	10.6	91.2	0.93	-3.7	-0.3	0.3
CC1CCc2[nH]c3ccc(C(=O)NCCCOC(C)C)cc3c2C1 (configuration not stated)	101.4	2.2	-2.2	7.1	-3.6	101.4	1.1	-2.5	1.1	-0.3
O=c1[nH][nH]cc1C=Nc1ccc(Cl)cc1	95.5	7.8	-7.8	9.8	0.0	99.9	0.99	-2.3	0.1	3.1
Cc1ccc(S(=O)(=O)CNC(=S)c2cccc(Cl)c2)cc1	110.7	-13.4	13.4	-12.0	-6.2	105.6	1.2	-9.3	-0.3	-0.4
Oc1ccccc1/C=N/Nc1ccccc1	91.6	-37.7	37.7	17.2	12.6	88.5	2.47	10.9	0.3	0.7
O=C(COc1ccc(/C=N/NC(=O)CSCc2ccc([N+](=O)[O-])cc2)cc1)NCc1ccco1	109.2	-12.1	12.1	-7.4	-12.0	110.9	0.91	1.0	-0.2	2.2
O=C(COC(=O)Cc1ccc(F)cc1)NCc1ccco1	112.2	-1.3	1.3	-8.9	-5.9	107.3	0.99	-3.2	-0.1	1.2
Cc1nn(C)c(C)c1S(=O)(=O)Nc1ccc2c(c1)OCO2	118.7	-10.4	10.4	-17.2	0.6	99.5	1.18	-3.2	-0.3	0.2
NC(=O)C1CCN(C(=O)CN2C(=O)c3ccccc3S2(=O)=O)CC1	100.9	-8.9	8.9	7.8	2.6	97.6	1.05	-7.0	-0.1	0.5
c1ccc2c(c1)OCC(c1nn3cnnc3s1)O2 (configuration not stated)	101.9	16.7	-16.7	2.1	-2.1	103.4	1.45	-2.0	0.2	-0.5
COc1ccc(NC(=O)CCc2nc3ccccc3s2)c(OC)c1	105.9	-31.4	31.4	-3.2	-5.9	103.6	0.95	0.6	-0.3	2.0
COC(=O)c1ccc(N2CCC(C)CC2)c(N)c1	104.1	-37.5	37.5	-4.7	-18.4	116.9	1.15	12.3	0.0	0.7
Cc1cc(C)c2c(c1)OC(O)(C(F)F)CC2=O (configuration not stated)	100.0	-7.6	7.6	3.5	2.2	98.0	1.22	-3.9	0.1	-0.1
CCCCc1ccc(NC(=S)NCc2cccc(OC)c2)cc1	100.4	20.1	-20.1	1.9	-6.8	105.7	1.2	-3.1	-0.4	1.7
O=C(Cc1ccc(Cl)cc1)Nc1ccc(-c2nnc(-c3ccco3)o2)cc1	83.4	-13.2	13.2	26.7	-17.6	116.1	0.93	-6.7	-0.5	8.3
COCCCn1c2nc3ccccc3nc2c2c(=O)n(CC3CCCO3)cnc21 (configuration not stated)	89.2	-19.5	19.5	18.5	-8.9	108.1	0.71	1.9	-0.5	-0.7
CC(=O)c1ccc(NC(=O)CSc2nnc(Cc3cccn3C)n2-c2ccc(F)cc2)cc1	92.6	7.7	-7.7	13.9	-2.3	102.1	1.01	-7.3	0.1	5.7
CCOC(=O)CNC(=O)c1ccc2[nH]c3c(c2c1)CCCC3	80.3	1.0	-1.0	26.1	-2.1	101.9	2.12	-0.4	-0.2	0.7
CCN(CC)S(=O)(=O)c1cccc(-c2nnc(SCC#N)n2Cc2ccccc2)c1	102.5	-6.5	6.5	1.4	5.1	93.7	0.72	-1.4	-0.2	0.9
CCCCn1c(SCC(=O)NC(=O)NCc2ccco2)nc2cc(S(N)(=O)=O)ccc21	94.0	11.0	-11.0	10.9	5.8	94.7	1.29	-8.4	0.6	6.4
Cc1ccc(C)c(OCc2nc(-c3cccnc3)no2)c1	90.2	-0.5	0.5	15.1	-4.3	103.9	0.57	-0.8	0.3	2.8
Nc1cc(C(F)(F)F)ccc1Nc1ccccc1	85.2	-2.9	2.9	23.4	22.0	78.4	1.25	5.7	-0.3	-0.8
CN1CCN(C(=O)c2ccc(CSc3ccc(Cl)cc3)cc2)CC1	99.9	3.5	-3.5	5.4	6.1	94.5	0.72	-6.6	-0.4	0.1
O=C(NC12CC3CC(CC(C3)C1)C2)N1CCN(S(=O)(=O)c2ccc(Cl)cc2)CC1	99.5	-0.9	0.9	3.4	-0.9	100.8	0.84	-8.4	-0.4	1.3
COc1ccccc1-c1cc(C(F)(F)F)nc(S(=O)(=O)CCCC(=O)Nc2cccnc2Cl)n1	96.1	26.9	-26.9	8.1	42.7*	59.5	0.97	4.1	-0.3	2.5
CCn1c(SCC(=O)NCc2ccccc2)nnc1-c1ccccc1O	98.3	11.3	-11.3	5.1	3.2	97.1	1.07	3.7	0.5	0.9
Cc1nc2ccccn2c1C(=O)NN	105.6	-1.9	1.9	-7.0	-7.0	106.3	1.02	1.1	-0.4	0.3
O=C(Nc1ccc2c(c1)CCC2)Nc1ccc2c(c1)OCO2	108.5	-81.5	81.5	-6.6	-65.9	159.7*	2.17	13.8	0.0	1.8
COC(=O)c1cc(NC(=O)CN2C(=O)CSC2=O)ccc1Cl	99.9	0.4	-0.4	3.9	-1.8	101.6	1.11	-10.2	-0.4	1.5
CC(Oc1cccc(F)c1)c1ccnc2nc(/N=C/N(C)C)nn12 (configuration not stated)	98.4	-17.8	17.8	12.0	4.7	94.1	1.09	-2.8	0.0	0.0
Cc1cccc(S(=O)(=O)NNC(=O)c2sc(C)nc2C)c1	94.7	-6.6	6.6	4.0	15.5	86.2	1.05	-5.8	-0.1	1.6
COc1ccc(N(C(=O)Cn2nnc3ccccc32)C2(C(=O)NC3CCCC3)CCCCC2)cc1	97.0	-7.8	7.8	13.6	11.5	89.7	1.14	-5.3	-0.4	1.7
COc1ccc(C2NC(=O)N(C)C3=C2C(=O)CC(C)(C)C3)cc1OC (configuration not stated)	101.5	-6.7	6.7	1.0	2.6	97.7	1.01	-7.9	-0.4	-0.3
Cc1ccc(-c2c(C#N)c(N)n3c(nc4ccccc43)c2C#N)cc1	78.1	-2.4	2.4	31.8	22.6	88.5	0.76	0.9	0.0	2.7
O=C1CCCC(O)=C1C=Nc1cccc(C(F)(F)F)c1	94.6	-2.9	2.9	11.1	1.4	100.2	1.1	-7.9	-0.1	-0.3
Cc1ccc(-n2ncc3c(=O)[nH]c(SCC(=O)N4CCCCC4)nc32)cc1	96.2	6.9	-6.9	9.5	3.8	96.5	0.93	-5.9	-0.3	1.0
Cn1cccc1/C=C1\SC(=O)N(CC(=O)Nc2ccc(Cl)cc2)C1=O	101.8	9.9	-9.9	7.3	10.5	89.1	1.62	-2.9	-0.2	3.5
CCOP(=O)(OCC)C(NC(C)=O)C(=O)c1ccccc1 (configuration not stated)	107.3	8.4	-8.4	-8.3	-4.4	104.8	1.1	-5.1	0.1	0.0
O=C(O)C1CCCN1c1ncccc1[N+](=O)[O-] (configuration not stated)	105.0	2.3	-2.3	-4.3	10.8	89.8	0.95	-5.4	-0.1	0.9
COc1ccc(-n2nc3cc(C)c(NC(=O)c4cccnc4)cc3n2)cc1	86.9	-13.1	13.1	18.9	-23.0	121.3	1.79	48.3	-0.4	3.1
COC(=O)c1ccc(/C=N/Nc2nc(N3CCCCC3)nc(N3CCCCC3)n2)cc1	95.8	-8.8	8.8	15.8	1.0	98.4	1.29	-7.8	-0.1	1.3
O=C(/C=C/c1ccc(Br)cc1)N1CCN(c2cccc(C(F)(F)F)c2)CC1	105.4	-7.0	7.0	-8.0	3.2	97.0	0.96	0.7	-0.3	12.4*
O=C(NCc1ccccc1)C1=C[C@@H](c2ccc(Br)cc2)C[C@@H](OCCCCO)O1	x	-5.5	5.5	x	14.3	88.0	1.13	2.0	-0.1	5.4
c1ccc2cc(-c3cc4ccccn4c3)ccc2c1	176.9*	-6.6	6.6	-81.2	-21.3	119.5	1.21	6.4	0.0	-0.3
O=C(O)CC1Sc2nc3ccccc3n2C1=O (configuration not stated)	102.7	-6.8	6.8	-4.9	-1.5	101.3	0.96	-4.8	0.8	1.8
COc1ccc(NC(=O)Cn2nc3n(c2=S)CCC3)cc1	97.7	0.9	-0.9	8.5	3.2	97.1	1.18	-9.4	-0.3	-0.3

The order is random (roughly 7.7% active in at least one column).
